# TDP1 cell CPT = DT40-hTDP1 cell growth loss with CPT; Potency, µM (doses to about 46.2 µM), inactives show top-dose activity change, negative = growth inhibition, most hits filed as inhibitors; actives 12% (n = 420,000); chicken DT40 Tdp1-/-;hTDP1 cells + 20 nM CPT, ATP luminescence, 48 h; note: nearly all actives have a fitted effect of over 55% in size
#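 Chicken DT40 Tdp1-/- cells complemented with human TDP1, 400 cells/well, exposed to compounds plus 20 nM camptothecin for at least 48 h at 37 C; viability read as ATP content by CellTiter-Glo luminescence.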
# GCN5L2 inh = inhibitors of human GCN5L2 histone acetyltransferase; Q92830; GCN5L2 HAT assay, ThioGlo1 CoA-SH fluorescence; Potency, µM (series often up to 58.9 µM), for the others: top-dose activity change, negative = inhibition, most hits filed as inhibitors; actives 0.21% (n = 390,000)
# Target sequence (Q92830 whole entry, looked up): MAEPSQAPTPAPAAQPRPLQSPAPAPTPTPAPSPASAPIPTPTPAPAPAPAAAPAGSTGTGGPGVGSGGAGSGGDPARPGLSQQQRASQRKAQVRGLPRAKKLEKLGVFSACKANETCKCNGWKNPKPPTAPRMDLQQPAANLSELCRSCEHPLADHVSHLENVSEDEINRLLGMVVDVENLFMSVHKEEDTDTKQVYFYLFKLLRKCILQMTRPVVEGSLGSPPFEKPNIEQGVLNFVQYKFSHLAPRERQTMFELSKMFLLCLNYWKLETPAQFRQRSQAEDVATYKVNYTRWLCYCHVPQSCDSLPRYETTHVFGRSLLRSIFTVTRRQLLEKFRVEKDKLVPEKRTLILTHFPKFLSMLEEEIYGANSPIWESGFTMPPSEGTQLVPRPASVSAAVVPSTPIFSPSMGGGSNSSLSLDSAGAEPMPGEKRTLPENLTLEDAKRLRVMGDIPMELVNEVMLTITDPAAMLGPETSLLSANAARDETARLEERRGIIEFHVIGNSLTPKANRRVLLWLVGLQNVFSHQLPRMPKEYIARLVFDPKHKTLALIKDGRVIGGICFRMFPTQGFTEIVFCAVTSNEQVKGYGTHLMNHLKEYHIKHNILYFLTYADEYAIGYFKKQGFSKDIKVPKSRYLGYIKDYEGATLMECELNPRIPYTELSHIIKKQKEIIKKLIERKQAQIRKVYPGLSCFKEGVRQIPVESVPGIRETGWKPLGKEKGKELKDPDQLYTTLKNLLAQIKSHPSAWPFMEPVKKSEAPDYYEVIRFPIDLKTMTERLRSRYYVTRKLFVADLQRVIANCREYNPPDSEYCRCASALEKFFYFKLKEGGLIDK
#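 GCN5L2 (20nM final) in 50mM HEPES, 0.1mM EDTA pH 7.5, 0.01% Tween-20 was preincubated 15 min at room temperature with compound, then given ThioGlo1 (50uM), H3(1-25) peptide (75uM) and acetyl-CoA (70uM); CoA-thiol fluorescence (Ex340/Em540) was read at 0 and 20 min.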
# TDP1 cell noCPT = qHTS for Inhibitors of human tyrosyl-DNA phosphodiesterase 1 (TDP1): qHTS in cells in absence of CPT | Potency, µM (doses to about 46.2 µM), for the others: at the highest dose activity change, negative = growth inhibition, actives largely listed as inhibitors | actives 15% (n = 420,000) | DT40 Tdp1-/- hTDP1 cells, no CPT, ATP luminescence, 48 h; note: nearly all actives have a fitted effect of over 55% in size
#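 A cellular qHTS used chicken DT40 cells lacking endogenous Tdp1 but carrying stably transfected human TDP1. Compounds were applied without camptothecin, and cell growth kinetics were judged by ATP-dependent luminescence after ≥48 hr.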
# * = called active by the depositor; ? = inconclusive; / = no result given; & = joins results of further samples; [ ] = another dose, or the depositor's remark. Calls come from the whole dose curve; as a rule, active = well fitted curve in the direction sought with a large enough effect; inconclusive = small, poorly fitted or top-dose-only effect, or another doubt; inactive = no such curve, though single readings can be large; an effect the other way counts as inactive or inconclusive. % is set by controls: 0 for no effect and ±100 for the full control effect; potency is the fitted concentration of half-maximal effect.
# Second line of a record – GCN5L2 inh, TDP1 cell CPT, TDP1 cell noCPT
1) CCOC(=O)N1CCC(NC(=O)C2CCN(S(=O)(=O)c3cccc4cccnc34)CC2)CC1
  -6%, ?, ?
2) CC(C)CN1CCC2(CC1)CCN(C(=O)c1cnccn1)CC2
  0%, 9%, -4%
3) CCOc1ccc(-n2cc(C(=O)Nc3cccc(Cl)c3)c3cc(OC)c(OC)cc3c2=O)cc1
  -2%[0.501 µM], -25%, -27%
4) CC(C)(C)NC(=O)C(C1CC1)n1c(=O)c(-c2cc3ccccc3[nH]2)nc2ccccc21 (centres undefined)
  /, 18µM*, ?
5) Cc1cc(NC(=O)c2ccc(C)o2)no1
  -10%, 4%, 4%
6) NC(=O)c1nsc(C(=O)N(c2ccccc2)C(C(=O)NCC2CCCO2)c2ccc(F)cc2)c1N (centres undefined)
  -2%, ?, ?
7) OC(c1cc(F)cc(Cl)c1)c1ncc(-c2ccc(Cl)cc2)[nH]1 (centres undefined)
  /, 18µM*, ?
8) CNc1ccccc1C(=O)N1CCc2c([nH]c3ccccc23)C1=O
  ?, ?, -26%
9) CC1CCN(C(=O)CSc2nnc(-c3ccc(S(=O)(=O)N4CCOCC4)cc3)n2C)CC1
  -3%, -23%, -12%
10) Cc1cccc(CCNC(=O)CCc2c(C)nc3ncnn3c2C)c1
  -2%&-2%, 6%&0%, 1%&-6%
11) Cc1cc(Nc2ccccc2C(=O)O)n2ncnc2n1
  /, -6%, -5%
12) O=S(=O)(NCC1CCCO1)c1ccc2oc3ccc(S(=O)(=O)NCC4CCCO4)cc3c2c1 (centres undefined)
  1%, -2%, -18%
13) O=C(CCS(=O)(=O)c1ccccc1)Nc1nc2c(s1)CCCC2
  -4%, ?, ?
14) O=C(Nc1ccc(C(=O)O)cc1)/C(=C\c1ccccc1)NC(=O)c1ccc(Br)cc1
  -13%, -3%, 2%
15) COc1ccccc1CNC(=O)COCc1cc(-c2ccc3c(c2)OCO3)on1
  -4%, ?, ?
16) COc1cc(C(=O)Nc2ccc(Oc3ncnc4sc(-c5ccccc5)cc34)cc2)cc(OC)c1OC
  0%, -12%, ?
17) COc1ccc(-c2nc3cnccn3c2NC(C)(C)CC(C)(C)C)cc1O
  ?, 21µM*, 18µM*
18) NC(=O)C1CCN(C(=O)c2ccccc2NC(=O)c2nsc3ccccc23)CC1
  -11%, ?, -8%
19) CC(C)CN(C(=O)C1CCCCC1)C1CCS(=O)(=O)C1 (centres undefined)
  1%, 8%, 4%
20) COc1ccc(C(C)(C)C)cc1NC(=O)C1C2C=CC(C2)C1C(=O)O (centres undefined)
  -2%, -24%, ?
21) COc1ccc(OCC(=O)Nc2ccccc2C(=O)OCc2cc(=O)n3nc(C)sc3n2)cc1
  -6%, ?, ?
22) COc1cc(/C=C2\SC(=S)N(CCCCC(=O)O)C2=O)ccc1OS(=O)(=O)c1ccc(C)cc1
  ?, ?, ?
23) N#C/C(=N/Nc1ccccc1[N+](=O)[O-])C(N)=S
  4%, -28%, ?
24) Cc1cccc(Oc2ccccc2NC(=O)c2cnccn2)c1
  -9%, -19%, -22%
25) O=C(Cc1cccs1)N(Cc1ccco1)C1(C(=O)NC2CCCC2)CCCCC1
  2%, ?, ?
26) COc1ccc(/C=C2\SC(=S)N(CCCC(=O)Nc3ccccn3)C2=O)cc1OC
  -6%, ?, 29µM*
27) COC(=O)C1CCN(Cc2ccc3c(c2)CN(C(=O)c2cc4cc(F)ccc4[nH]2)CCO3)CC1
  /, -10%[9.04 µM], 15µM*
28) CCCCCc1c(-c2cccc(F)c2)ncn1CCc1ccccc1OC
  /, 23µM*, 18µM*
29) CCC1(C2CCN(C(=O)c3csc(C(C)=O)c3)CC2)NC(=O)N(CCc2scnc2C)C1=O (centres undefined)
  /, 12%[9.04 µM], -14%
30) CCOc1cc(N2CCOCC2)c(OCC)cc1NC(=O)Cn1[nH]c(=O)c2ccccc2c1=O
  -5%&-7%, -17%, ?
31) Cc1cc(C)n(-c2ccc(C(=O)OCC(=O)N(CC(C)C)C3CCS(=O)(=O)C3)cc2)n1 (centres undefined)
  3%, -7%, -8%
32) CN(C(=O)Nc1ccc(Cl)cc1)c1c2c(nn1C)CCCC2
  ?, 6%, -23%
33) CCC1(C)SC(NC(C)=O)=NN1C(C)=O (centres undefined)
  6%, 1%, 5%
34) CCc1ccc(N2CC(C(=O)NNC(=O)c3ccc(F)cc3)CC2=O)cc1 (centres undefined)
  -1%, 4%, 1%
35) Cc1cccc(-c2nc(C(N)=O)c3c(n2)n(-c2ccc4c(c2)OCO4)c(=O)n3C)c1
  1%, ?, 1.8µM*
36) C[C@@H]1CN([C@@H](C)CO)C(=O)CCCn2nncc2CO[C@H]1CN(C)Cc1ccc(Cl)c(Cl)c1
  /, -1%, -17%
37) Cc1cccc(CCN(C(=O)c2csnn2)C(C(=O)NC2CCCC2)c2ccco2)c1 (centres undefined)
  -9%, 15µM*, 16µM*
38) CC(=O)N(CCN1CCOCC1)Cc1cc2cc3c(cc2nc1Cl)OCO3
  -2%, 0%, 6%
39) COc1ccc(S(=O)(=O)n2ccnc2)cc1C(C)(C)C
  -6%, -4%, -7%
40) c1ccc(COC(CN2CCCCCC2)CN2CCCCCC2)cc1
  -2%, 10µM*, 21µM*
41) CN(C)c1ccc(NC(=O)CCN2CCN(c3ccccn3)CC2)cc1
  0%, -23%, -15%
42) COc1ccc(C)cc1NC(=S)N1CCN(c2ncccn2)CC1
  -3%, 3%, -27%
43) CCC(=O)Nc1c(-c2ccccc2Cl)c(=O)c2ccccc2n1C
  ?, -14%, -11%
44) Cc1ccc2c(c1)c1c3n2CCN(C(=O)CN2CCN(C)CC2)C3CCC1 (centres undefined)
  -6%, ?, 16µM*
45) CCN(CC)c1cc(C)c2cc(NC(=O)c3cccc(OC)c3OC)ccc2n1
  -16%, 16µM*, 6.5µM*
46) CCCN(CC1CCCO1)C(=O)CCc1nnc(CCc2ccc(OC)cc2)o1 (centres undefined)
  -5%, 23µM*, ?
47) CCOC(=O)CCP(=O)(O)C(C)(O)c1ccccc1 (centres undefined)
  -3%[0.501 µM], 1%, -3%
48) CNC(=O)c1nc[nH]c1C(=O)NC
  /, -1%, -2%
49) Cc1ccc(C(=O)C[n+]2cccc3cccc(O)c32)cc1
  /, ?, ?
50) O=C(CC(=O)NC1CCCCC1)N/N=C/c1cccc2ccccc12
  -6%, -5%, -2%

# (next part)
# Second line of a record – GCN5L2 inh, TDP1 cell CPT, TDP1 cell noCPT
51) O=C(COc1ccc(Cl)cc1)NNC(=O)c1ccccn1
  -2%, ?, ?
52) Cc1ccccc1NC(=O)Cc1c[nH]c2ccccc12
  -3%, -20%, ?
53) O=C(CSC(=S)N1CCOCC1)Nc1ncc2c(n1)CC(c1ccco1)CC2=O (centres undefined)
  2%, 6%, -16%
54) CC(=O)Nc1ccc(N2S(=O)(=O)c3ccccc3S2(=O)=O)cc1
  -6%, -22%, -10%
55) CCCCCC(=O)N1C[C@H](n2cc(C3CC3)nn2)[C@@H](O)C[C@@H]1c1ccccc1
  /, -29%, ?
56) COc1ccc(-n2c(Cc3cccn3C)nnc2SCC(=O)NCc2ccco2)cc1
  3%, ?, -7%
57) COc1ccccc1CCNS(=O)(=O)c1cc2c3c(c1)C(C)C(=O)N3CCC2 (centres undefined)
  -2%, ?, 2.9µM*
58) OC1(C(F)(F)F)CC(O)(C(F)(F)F)n2nc(-c3ccccc3)cc2N1 (centres undefined)
  -4%, 0%, 0%
59) Cc1cc(C(=O)CN2C(=O)NC3(CCCC3)C2=O)c(C)n1-c1ccc2c(c1)OCO2
  -1%, -24%, ?
60) O=C(COC(=O)c1cccnc1Nc1cccc(C(F)(F)F)c1)NCc1ccc2c(c1)OCO2
  -4%, -22%, ?
61) CCOC(=O)N1CCN(CC(=O)Nc2ccc(F)cc2)CC1
  0%, ?, 1%
62) COc1ccc(NC(=O)NNC(=O)COc2ccc(Cl)cc2C)cc1OC
  2%, -8%, -15%
63) CCc1ccc(C(=O)Nc2ccc3c(c2)n(C)c(=O)n3C)cc1
  ?, ?, ?
64) COc1ccc(OCC(=O)NNC(=S)NC(=O)c2ccc(Br)o2)cc1
  -8%, ?, ?
65) C=CCN1C(=O)c2ccc(C(=O)N(CC)CC(=O)Nc3cc(Cl)ccc3C)cc2C1=O
  -1%, 1%, -18%
66) CCOc1ccccc1Nc1ccnc2cc(Cl)ccc12
  4%, ?, 23µM*
67) COc1cc2c(cc1OC)CN(C(=O)CSc1nc(C)cc(C)c1C#N)CC2
  -7%, 23µM*, 21µM*
68) COc1ccc(C2(CNC(=O)/C=C/c3ccco3)CCCC2)cc1OC
  ?, ?, ?
69) Cc1sc2nc(CSCC(=O)Nc3ccc(N4CCOCC4)cc3)[nH]c(=O)c2c1C
  -12%, ?, ?
70) O=C(COc1cccc(C(F)(F)F)c1)Nc1ccc2[nH]ncc2c1
  -11%, -15%, ?
71) CCN(CC(=O)Nc1c(F)cccc1F)C(=O)CC1CCCC1
  1%, 0%, -6%
72) CCOc1ccc(N2C(=O)CC(Sc3nc(C)cc(C)c3C#N)C2=O)cc1 (centres undefined)
  3%, ?, ?
73) O=C(c1ccccc1)n1c(=O)c(F)cn(COCCBr)c1=O
  -2%, 5%, -11%
74) Cc1oncc1C(=O)Nc1ccc2ccccc2c1
  -11%, -17%, -23%
75) COc1cc(Cl)c(C)cc1NC(=O)C1CCN(c2nc3ccccc3n3cccc23)CC1
  -6%, ?, 16µM*
76) O=c1ncccn1C1OC(CO)C(O)C1O (centres undefined)
  /, -13%, -17%
77) O=C(CCN1C(=O)c2ccccc2C1=O)NCCN1CCOCC1
  -3%, -9%, 10%
78) FC(F)(F)c1cccc(Cc2noc(CN3CCSCC3)n2)c1
  -9%, -8%, ?
79) O=C(NCCN1CCOCC1)c1cc2c(=O)n3ccccc3nc2n1Cc1ccccc1
  ?, -1%, -9%
80) CC(C)(C)c1ccc(C(=O)Nc2cccnc2)cc1
  0%, ?, ?
81) CCOc1ccc(S(=O)(=O)NCCC(=O)NCCCSc2ccccc2)cc1
  -5%, -27%, ?
82) O=C(Nc1cccc([N+](=O)[O-])c1)C1C2CCCCC21 (centres undefined)
  -5%, ?, ?
83) CCN(CC)CCOc1ccc(C(O)(Cc2ccc(Cl)cc2)c2ccc(C)cc2)cc1 (centres undefined)
  -4%&-19%, 3µM*, 4.7µM*
84) CC(C)(C)C1CCc2onc(C(=O)NC3CCCC3)c2C1 (centres undefined)
  -1%, ?, ?
85) Cc1nccn1Cc1ccccc1
  11%, 9%, -2%
86) Cc1cc(C)nc(NNC2=CC(=O)CC(C)(C)C2)n1
  -12%, ?, ?
87) O=C(CSc1nc2c(oc3ccccc32)c(=O)n1-c1ccccc1F)Nc1ccccc1
  -6%, ?, ?
88) CC1CCN(C(=O)C(=O)c2cn(CC(=O)N3CCCC3)c3ccccc23)CC1
  -24%, -12%, 8%
89) CCC(C)n1ncn(-c2ccc(N3CCN(c4ccc(O)cc4)CC3)cc2)c1=O (centres undefined)
  -3%, ?, ?
90) CNc1c(NS(=O)(=O)c2cc(Cl)ccc2OC)c(=O)oc2ccccc12
  -13%, -21%, ?
91) CC(=O)Nc1ccc(S(=O)(=O)N(C)CC(=O)OCC(=O)N2CCc3ccccc32)cc1
  -7%, ?, -3%
92) O=C(CNC(=O)C1CCCCC1)NCCCO
  -1%, -5%, 0%
93) CS(=O)(=O)c1cccc(C(=O)OCC(=O)NCc2cccs2)c1
  -2%, -10%, -2%
94) O=C(NN=C1CCCCCCC1)c1ccc2ccccc2n1
  -6%, ?, -20%
95) Cc1cc(O)c(C(C)C)cc1NC(=O)Nc1cc(Cl)ccc1Cl
  /, ?, ?
96) Cc1ccc(Cl)c(N/C=C/C(=O)c2ccccc2)c1
  -2%, -1%, -9%

# In the list so far, these have a furan ring, fused or not.
# Second line of a record – GCN5L2 inh, TDP1 cell CPT, TDP1 cell noCPT
5) Cc1cc(NC(=O)c2ccc(C)o2)no1
  -10%, 4%, 4%
12) O=S(=O)(NCC1CCCO1)c1ccc2oc3ccc(S(=O)(=O)NCC4CCCO4)cc3c2c1 (centres undefined)
  1%, -2%, -18%
25) O=C(Cc1cccs1)N(Cc1ccco1)C1(C(=O)NC2CCCC2)CCCCC1
  2%, ?, ?
37) Cc1cccc(CCN(C(=O)c2csnn2)C(C(=O)NC2CCCC2)c2ccco2)c1 (centres undefined)
  -9%, 15µM*, 16µM*
53) O=C(CSC(=S)N1CCOCC1)Nc1ncc2c(n1)CC(c1ccco1)CC2=O (centres undefined)
  2%, 6%, -16%
56) COc1ccc(-n2c(Cc3cccn3C)nnc2SCC(=O)NCc2ccco2)cc1
  3%, ?, -7%
64) COc1ccc(OCC(=O)NNC(=S)NC(=O)c2ccc(Br)o2)cc1
  -8%, ?, ?
68) COc1ccc(C2(CNC(=O)/C=C/c3ccco3)CCCC2)cc1OC
  ?, ?, ?
87) O=C(CSc1nc2c(oc3ccccc32)c(=O)n1-c1ccccc1F)Nc1ccccc1
  -6%, ?, ?

# Bioassay records from PubChem BioAssay.

# Some of the compounds tested. The share of hits here may be higher or lower than overall.
